# LYP inhibition = PTPN22 lymphoid phosphatase activity blockers – biochemical, fluorescence intensity, uHTS (AID 1779); recombinant LYP phosphatase, fluorescence intensity; higher % means a stronger effect; inhibition, % at 11.5 µM, or IC50 in µM where a hit was titrated; 0.054% of 290,000 active; in the data active means inhibition above about 50%;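 further: plate controls were vehicle with enzyme for no effect and no enzyme for full effect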
# HIV fusion peptide = cell-free HIV fusion peptide-binding blockers – biochemical, uHTS, fluorescence dequenching, primary screen (AID 1986); cell-free peptide binding, fluorescence dequenching, 30 min; higher % means a stronger effect; inhibition, % at 20 µM, or IC50 in µM where a hit was titrated; 0.3% of 290,000 active; in the data active means inhibition mostly above about 52%, no sharp cut-off; inactive means mostly below about 76%; further: some results filed as inactive read as strong as hits
# GPR55 antagonists = inhibition of LPI-stimulated GPR55 beta-arrestin translocation – imaging, U2OS, beta-arrestin-GFP, LPI agonist, primary screen (AID 2013) | U2OS GPR55 beta-arrestin-GFP translocation imaging, LPI antagonism; higher % means a stronger effect | inhibition, % at 10 µM; hits with a dose series show IC50 in µM | 0.13% of 290,000 active;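 active means spots per cell inhibited over 60%, with over 100 cells counted and total cytoplasm intensity under 500,000; inconclusive means wells with under 100 cells, flagged as likely toxic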;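 further: U2OS cells stably carrying GPR55 and arrestin-GFP stimulated by 5 µM LPI near EC80; imaged beta-arrestin-GFP aggregate spots per cell after agonist stimulation; plate controls were LPI-stimulated DMSO wells for no effect and DMSO wells without LPI for full effect; some results filed as inactive read as strong as hits; confirmed hits need IC50 under 10 µM and bright autofluorescent wells are also inconclusive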
# NTR1 ag = NTR1-driven beta-arrestin-GFP spot formation – imaging, U2OS cells, high content, primary screen (AID 493036); agonist mode; activation, % at 20 µM; 0.17% of 330,000 active;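 active means activation at or above 40% of the spot to cytoplasm intensity ratio, with at least 20 cells analyzed; inconclusive means wells under 20 cells, flagged as cytotoxic or low count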;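 further: 0% = DMSO without peptide and 100% = 100 nM NTR1 peptide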
# Target sequence (P30989 whole entry, looked up): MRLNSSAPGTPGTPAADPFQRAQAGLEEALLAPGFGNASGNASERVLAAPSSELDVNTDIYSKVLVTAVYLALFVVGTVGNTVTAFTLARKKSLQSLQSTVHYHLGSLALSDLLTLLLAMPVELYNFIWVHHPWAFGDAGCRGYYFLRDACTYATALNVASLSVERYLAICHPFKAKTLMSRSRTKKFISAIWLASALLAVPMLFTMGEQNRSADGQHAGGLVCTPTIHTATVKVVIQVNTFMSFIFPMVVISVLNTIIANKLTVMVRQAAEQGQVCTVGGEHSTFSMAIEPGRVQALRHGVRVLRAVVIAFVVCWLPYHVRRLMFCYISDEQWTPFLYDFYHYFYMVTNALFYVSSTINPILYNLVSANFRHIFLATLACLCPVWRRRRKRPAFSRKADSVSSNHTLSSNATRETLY
# Salmonella PhoP GFP = inhibitors of PhoP regulon expression, primary screen, Salmonella Typhimurium, GFP reporter (AID 1863); one-dose inhibition, % at 50 µM; IC50 in µM for titrated hits; S. Typhimurium PhoP-regulated promoter GFP reporter, 4 h; higher % means a stronger effect; 0.16% of 300,000 active;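 active means inhibition over 29.93%, a cutoff 3 SD above the screen mean, later confirmed by dose response; inconclusive means inhibition over 29.93% but no dose response follow-up; inactive means inhibition at most 29.93% or unconfirmed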;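 further: 0% = low Mg2+ inducing control and 100% = high Mg2+ repressing control; strong numbers were not always called active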
# Myeloid diff MLP = myeloid differentiation induction; ER-HoxA9 myeloid progenitors, lysozyme-GFP differentiation, flow cytometry; calls only at 10 µM; 1% of 360,000 active; AID 624256;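 active means normalized GFP-positive differentiation at or above the plate's own cutoff, the solvent-only control mean plus 3 SD; inconclusive means no clear call, values can overlap the other calls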;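 further: cells exposed to compound for four days before flow analysis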
# GPR35 arrestin U2OS = inhibition of zaprinast-stimulated GPR35 beta-arrestin translocation – imaging, U2OS, beta-arrestin-GFP, zaprinast agonist, primary screen (AID 2058); inhibition, % at 10 µM; hits with a dose series show IC50 in µM; 0.052% of 290,000 active; U2OS GPR35 beta-arrestin-GFP translocation imaging, zaprinast antagonism; higher % means a stronger effect;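 active means inhibition of at least 50% with at least 30 cells and total cytoplasm GFP at most 10,000,000; inconclusive means under 30 cells or total GFP of 10,000,000 plus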
# SIAH1 antagonists = blockers of Siah-1 interaction with plectin peptide – biochemical, fluorescence polarization, rhodamine-plectin, uHTS, primary screen (AID 1817); Siah-1 / rhodamine-plectin peptide fluorescence polarization; higher % means a stronger effect; displacement, % at 20 µM, or IC50 in µM where a hit was titrated; 0.02% of 290,000 active;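 active means displacement of at least 50% at 20 µM, with a fluorescence ratio check between 0.3 and a set limit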;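 further: plate controls were Siah plus tracer with DMSO for no effect and tracer alone without Siah for full effect; strong numbers were not always called active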
# MgcRacGAP inhibition = MgcRacGAP GTPase-activating activity inhibitors, confirmation, biochemical, ADP Hunter fluorescence | 0.6% of 340,000 active | MgcRacGAP-stimulated Rac1 GTP hydrolysis, ADP Hunter fluorescence; higher % means a stronger effect; GST-tagged Rac1 F28L mutant substrate | inhibition, % at 30 µM; hits with a dose series show IC50 in µM;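 active means first-screen hits whose inhibition reached a set limit at any dose in the follow-up dose series; inconclusive means inhibition above the set first-screen limit but never retested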;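 further: fluorescence reports GDP produced by GAP-driven GTP hydrolysis; strong numbers were not always called active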
# NTR1 ag cell count 20 µM = recorded beside NTR1 ag, whose call it bears; cell count; measured here: cell count, cytotoxicity flag
# Myeloid diff MLP GFP+ MAC1+ % = also measured in Myeloid diff MLP; calls as there; GFP+ MAC1+ double positive, %; measured here: differentiation confirmed by MAC1 staining
# Starred values were filed as active, the others as inactive; i = inactive; ? = inconclusive; . = no result given.
SMILES,LYP inhibition,HIV fusion peptide,GPR55 antagonists,NTR1 ag,NTR1 ag cell count 20 µM,Salmonella PhoP GFP,Myeloid diff MLP,Myeloid diff MLP GFP+ MAC1+ %,GPR35 arrestin U2OS,SIAH1 antagonists,MgcRacGAP inhibition
CC1(C(=O)Oc2ccccc2)Cc2ccccc2C(=O)O1 (centres undefined),4%,-0.5%,5%,2.9,51,2%,i,0.2,-3%,-1%,-14%
Cc1cccc(CCNc2nc3ccc(C)cc3n3cnnc23)c1,0%,2.5%,2%,4.7,61,2%,i,0.9,1%,3%,7%
CCOC(=O)c1cc2c(=O)n3ccccc3nc2n(CC2CCCO2)c1=NC(C)=O (centres undefined),-74%,0.9%,11%,-0.2,41,.,i,1.2,-5%,-1%,6%
Cc1c(S(=O)(=O)NC2CCCCCC2)c(=O)n(C)c(=O)n1C,.,.,.,-0.1,59,8%,i,0.8,.,.,4%
CCC(C)Oc1nc2ccccc2nc1NS(=O)(=O)c1ccccc1 (centres undefined),-6%,-0.5%,-8%,-2.7,78,-1%,i,0.7,-15%,0%,0%
Cc1nc2c(-c3ccc(F)cc3)cnn2c2c1CCC2,-6%,-1.5%,-5%,1.3,87,-5%,i,1.3,-6%,6%,14%
COc1ccc(-c2cn3cccnc3n2)cc1NC(=O)C1CC1,-5%,-1.9%,12%,-1.1,58,4%,i,3.8,5%,0%,5%
C=CCn1c(SCCN2CCOCC2)nc2c1c(=O)[nH]c(=O)n2C,1%,1.9%,3%,-4.7,100,11%,i,0.3,-7%,-2%,7%
CCOC(=O)c1c(N)nn(C(C)=O)c1-c1ccccc1,-12%,-1.7%,-3%,1.2,67,3%,i,0.4,14%,-3%,6%
CCOc1ncccc1C(=O)NNC(=O)c1ccc(NS(=O)(=O)c2cccs2)cc1,.,.,.,0.1,46,-5%,i,0.7,.,.,2%
Cc1ccc2c(c1)c1c(n2CC(O)CNC2CCCC2)CCCC1 (centres undefined),-7%,-0.2%,8%,8.7,64,-2%,i,0.4,8%,14%,?
CCOc1ccccc1-c1nc(-c2ccc(C)nc2OC)no1,-7%,-0.8%,29%,1.2,96,-5%,i,0.8,1%,2%,3%
O=C(COc1ccc(/C=N/NC(=O)c2cc3ccccc3o2)cc1Cl)Nc1ccccc1,-13%,46%,3%,6.7,46,-2%,i,0.7,3%,-4%,1%
[O-][n+]1onc2c1C(N1CCOCC1)CCC2N1CCOCC1 (centres undefined),-5%,-2.3%,-3%,-0.4,65,-2%,i,0.7,7%,3%,6%
Cc1cc(C(=O)N2CCN(Cc3ccccc3)CC2)on1,-11%,-4.2%,2%,1.0,51,1%,i,2.1,-5%,0%,1%
COc1ccc(C(=O)NC(=S)Nc2ccc(Cl)cn2)cc1OC,-5%,-0.2%,0%,0.8,59,4%,i,0.5,9%,2%,9%
Cc1ccc(NC2=CC(=O)CC(c3ccco3)C2)c(N)c1 (centres undefined),-2%,0.0%,.,1.7,59,22%,i,0.8,-12%,-3%,14%
Cc1ccccc1S(=O)(=O)c1c(C)cc(C)n(C)c1=O,0%,1.8%,5%,0.1,47,-4%,i,0.2,19%,5%,-6%
Cc1ccn(CC(=O)N2N=C(C(F)F)CC2(O)C(F)F)n1 (centres undefined),-5%,3.0%,8%,1.1,57,-2%,i,0.0,8%,3%,0%
CC1=C(C(=O)OC(C)C)C(c2cccs2)NC(=O)N1 (centres undefined),-11%,-0.4%,18%,2.0,71,3%,i,0.7,-5%,11%,7%
CCn1c(N)c(C(=O)N2CCOCC2)sc1=S,-4%,-2.5%,28%,-1.4,48,25%,.,.,-3%,4%,2%
Cc1ccc(C(=O)NNc2cc(=O)n(C)c(=O)n2C)cc1C,-7%,-0.7%,-4%,-1.7,87,-9%,i,0.1,-8%,2%,1%
O=C(NCCCN=C1NS(=O)(=O)c2ccccc21)c1ccco1,-5%,0.8%,-4%,-0.6,41,1%,i,6.8,11%,-5%,3%
O=C(c1ccccc1)N1CCN(c2ccc([N+](=O)[O-])c(NCc3ccco3)c2)CC1,2%,-4.0%,-15%,2.8,56,43%,i,0.4,-12%,4%,1%
COC(=O)c1ccc(CNC(=O)COC(=O)Cc2ccsc2)cc1,-9%,0.2%,4%,-0.3,87,2%,i,0.2,10%,-3%,4%
Cc1c(CC(=O)O)c(=O)oc2cc(OCc3ccc(Cl)cc3)ccc12,-5%,3.0%,0%,0.9,88,1%,i,0.7,-7%,-1%,8%
O=C(CN(C(=O)c1csnn1)c1cccc2ccccc12)NCc1ccc(F)cc1,-9%,0.4%,-6%,0.1,57,-6%,i,0.4,-12%,2%,5%
COc1ccc(C(=O)CSc2nccn2C)cc1,-12%,-2.3%,4%,0.0,50,8%,i,0.4,-1%,2%,7%
COc1ccc2nc(NC(=O)CCNC(=O)c3ccccc3Cl)sc2c1,1%,0.0%,-3%,0.2,56,5%,i,0.1,6%,0%,5%
CCOC(=O)CC(=O)COc1nc2cc3c(nc2o1)CCCC3,-4%,0.1%,-8%,-0.6,58,-4%,.,.,-3%,-1%,13%
COCC(=O)N(Cc1nc2ccccc2c(=O)[nH]1)Cc1cccs1,-2%,2.9%,17%,1.4,54,-3%,i,1.1,-4%,0%,10%
CN(C)c1ccc(C(C(=O)NCC2CCCO2)N(C(=O)c2snc(C(N)=O)c2N)c2ccc3c(c2)OCO3)cc1 (centres undefined),-5%,-2.9%,-8%,0.7,53,7%,i,0.1,-2%,2%,3%
NC(=O)NC(Cc1ccccc1)C(=O)Nc1ccc(S(N)(=O)=O)cc1 (centres undefined),-11%,-1.4%,-10%,2.5,66,-10%,i,0.8,-14%,-2%,3%
COCC(C)NC(=O)CSc1ncnc2sc(-c3ccccc3)cc12 (centres undefined),-9%,0.4%,-5%,1.5,66,-8%,i,0.5,5%,0%,5%
COc1cccc(-n2c(-c3cccc(S(=O)(=O)N(C)C)c3)n[nH]c2=S)c1,-5%,-1.7%,8%,-0.4,52,-1%,i,0.6,-12%,-2%,16%
Cc1ccc(NC(=O)C2CCN(S(=O)(=O)c3c(C)noc3C)CC2)cc1C,-8%,1.0%,-2%,0.6,36,-3%,i,0.3,-1%,0%,6%
CC1CC(C#N)N(N(C)C)C1=C(C#N)C#N (centres undefined),-4%,-1.3%,-4%,-0.8,57,-5%,i,0.4,-8%,-4%,5%
CCC(C)n1c(SCC(=O)NC(=O)Nc2ccc3c(c2)OCCO3)nc2ccccc2c1=O (centres undefined),8%,0.4%,7%,8.2,56,-7%,i,2.8,-6%,4%,8%
CCOC(=O)C1CCN(c2c(NC3CCCc4ccccc43)c(=O)c2=O)CC1 (centres undefined),-1%,-0.3%,2%,-0.7,56,-11%,i,1.7,12%,1%,-1%
O=C(Cn1nnc2ccccc2c1=O)Nc1cccc(S(=O)(=O)N2CCOCC2)c1,-2%,0.0%,-19%,2.5,55,5%,i,0.4,-4%,-4%,1%
COc1ccc(Cc2nnc(NC(=O)c3ccc(OC)c(OC)c3)s2)cc1,-9%,-1.3%,2%,3.5,63,7%,i,0.7,-3%,3%,5%
COCCCNCCCCSc1ccc(Cl)cc1,-6%,-1.6%,4%,-0.9,55,9%,i,0.5,5%,-3%,17%
CCN1C(=O)/C(=C2\SC(=S)N(CC3CCCO3)C2=O)c2ccccc21 (centres undefined),-6%,0.4%,8%,.,.,-4%,.,.,-7%,-1%,.
COCCCN(C(=O)CSCc1ccc(C)cc1)c1c(N)n(Cc2ccccc2)c(=O)[nH]c1=O,.,.,.,-1.0,35,7%,i,0.3,.,.,7%
O=C(O)/C=C/C(=O)Nc1cccc2cccnc12,-3%,-1.8%,7%,2.6,56,0%,i,0.3,15%,-5%,3%
COc1ccc(CN2CCN(CCC(C)C)C(CCO)C2)cc1Cn1cccn1 (centres undefined),-8%,-0.1%,-9%,-0.3,85,-7%,i,0.3,-1%,-2%,4%
CCc1ccccc1-n1c(SCC(=O)NC)nnc1-c1cccnc1,-12%,-0.1%,-11%,-1.0,53,-4%,i,4.8,-3%,-4%,4%
Cc1cccc(Nc2nnc(SCC(=O)NCc3cccs3)s2)c1C,-2%,1.4%,11%,1.3,72,-10%,i,0.5,-1%,5%,1%
CCOc1ccc(S(=O)(=O)N2CCN(c3ncccn3)CC2)cc1,-7%,-0.5%,3%,0.3,70,1%,i,0.3,7%,-6%,6%
COc1ccc(NC2CCCN(C(=O)Cn3ccc(C)n3)C2)cc1OC (centres undefined),-13%,0.1%,-5%,-1.1,44,-4%,i,5.7,0%,0%,?
Cc1nc(Cl)sc1C(=O)Nc1cc(F)cc(F)c1,-6%,0.4%,-3%,0.4,69,5%,i,0.7,20%,4%,15%
CC(C)NC(=O)NC(=O)COc1c(F)c(F)cc(F)c1F,1%,-0.2%,-3%,0.5,59,-3%,i,0.8,8%,0%,6%
O=C(O)c1cccc(S(=O)(=O)Nc2ccc([N+](=O)[O-])cc2O)c1,-2%,22%,26%,-0.7,65,-14%,i,0.9,-3%,5%,8%
Fc1ccccc1Cc1noc(CN2CCN(c3ccc(Cl)cn3)CC2)n1,-6%,0.5%,-7%,3.0,52,7%,i,1.2,8%,2%,3%
COCCNC(=S)N/N=C(\C)c1cccc(OC)c1,3%,0.9%,4%,-1.9,57,-7%,i,0.6,-1%,2%,12%
COc1ccc(C)cc1NC(=O)CCCN1C(=O)C(c2ccccc2)Oc2cccnc21 (centres undefined),-10%,0.4%,1%,0.5,50,-4%,i,0.6,-1%,-1%,13%
Nn1c(SCC(=O)N2CCN(S(=O)(=O)c3ccccc3)CC2)nnc1-c1cccs1,-2%,-0.9%,24%,-0.3,32,-7%,i,0.5,6%,-2%,17%
